Source: PubChem
Pol eta inh – inhibitors of human DNA polymerase eta | recombinant Pol eta, fluorescent DNA replication assay | Potency, µM (highest dose often 114 µM), for inactives: top-dose activity change, negative = inhibition, most hits filed as inhibitors | 390,000 compounds, 1.2% hits | AID 588591; further: potency means the concentration at half of the fitted maximal effect; on the % scale 0 is the no-effect control and ±100 the full control effect
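Pol eta (10 nM) was preincubated with compounds for 15 min at room temperature, after which fluorescent replication substrate (50 nM final) was added to start the reaction. Fluorescence was read kinetically at 0 and 10 min.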
Pin1 inhibitor – human Pin1 inhibition; Q13526; Pin1 FP peptide displacement, HiFluor488, 10 min; Potency, µM (highest dose often 115 µM), without a hit: at the highest dose activity, negative = inhibition, actives largely listed as inhibitors; 390,000 compounds, 0.009% hits; active means well fitted inhibition curve with a large enough effect in the polarisation, with a control signal flat, not every such curve was filed as active; inconclusive means small, poorly fitted or top-dose-only effect, or effect the other way, or a change in a side signal; inactive means no such curve, though single readings can be large or run the other way; the % refers to the polarisation; further: potency means the concentration at half of the fitted maximal effect; on the % scale 0 is the no-effect control and ±100 the full control effect
PI4K2A inh – blocks human PI4K2A kinase activity; 420,000 compounds, 0.13% hits; AID 1346378; Q9BTU6; activity change, negative = inhibition, % at 76.9 µM; purified PI4K2A, ADP-Glo luminescence, 1 h; hits give low values; in the data active means activity change below about -50%; inconclusive means mostly about -30% to -49%;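 further: -100% = wells without enzyme as full effect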
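PI4K2A activity was measured by ADP-Glo luminescence: enzyme (4 ug/mL stock) and phosphatidylinositol (1.2 mM stock) in Tris pH 7.5/MgCl2/EGTA/Triton X-100 buffer were reacted with ATP (300 microM stock) for one hour at ambient temperature.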
BAZ2B block – BAZ2B (human) inhibition; Q9UIF8; AlphaScreen BAZ2B-H3K14Ac peptide displacement; Potency, µM (series often up to 114 µM), inactives show at the highest dose activity change, negative = inhibition, usual class: inhibitors; 360,000 compounds, 4.4% hits; further: potency means the concentration at half of the fitted maximal effect; on the % scale 0 is the no-effect control and ±100 the full control effect; nearly all actives have a fitted effect of over 60% in size
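In this displacement format the biotinylated H3(5-23) peptide acetylated at Lys14 serves as ligand at 50 nM, with BAZ2B at 50 nM in PBS pH 7.4 containing 0.01% Tween-20. Donor and acceptor beads are 10 ug/mL final.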
PGK inhibitor – blocks T. brucei phosphoglycerate kinase; PGK/GAPDH coupled, Kinase-Glo luminescence, 60 min; Potency, µM (titrated, usually from 57.5 µM), for inactives: top-dose activity change, negative = inhibition, usual class: inhibitors; 380,000 compounds, 0.043% hits; further: potency means the concentration at half of the fitted maximal effect; on the % scale 0 is the no-effect control and ±100 the full control effect; nearly all actives have a fitted effect of over 60% in size
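Recombinant glycosomal PGK reaction used 1,3-bisphosphoglycerate generated in-well by GAPDH (100nM final) in 100mM TEA pH 7.6, 5mM MgCl2, 0.01% Tween-20. After 60 minutes at room temperature, ATP was read by Kinase-Glo Plus luminescence end-point.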
G9a block – blocks human histone lysine methyltransferase G9a. Q96KQ7. G9a H3K9 monomethylation, AlphaScreen, 2 h. Potency, µM (top dose mostly 102 µM), without a hit: at the highest dose activity, negative = inhibition, most hits filed as inhibitors. 350,000 compounds, 8.8% hits. AID 504332; further: potency means the concentration at half of the fitted maximal effect; on the % scale 0 is the no-effect control and ±100 the full control effect; nearly all actives have a fitted effect of over 75% in size
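Enzyme 20 nM + cpd, 15 min RT; add b-H3K9 pep 500 nM / SAM 20 uM; 2 h RT; anti-H3K9me1 Ab 0.5 ug/mL + SA donor / anti-rabbit acceptor beads 20 ug/mL each, 10 min; AlphaScreen read.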
JMJD2A Tudor inh – blocks the human JMJD2A Tudor domain; O75164; Potency, µM (top dose mostly 114 µM), inactives show top-dose activity change, negative = inhibition, usual class: inhibitors; 390,000 compounds, 4.4% hits; AlphaScreen JMJD2A-Tudor / H3K4me3 peptide binding; further: potency means the concentration at half of the fitted maximal effect; on the % scale 0 is the no-effect control and ±100 the full control effect; nearly all actives have a fitted effect of over 50% in size
GLS inh – blocks human kidney-isoform glutaminase activity | GLS enzymatic activity, qHTS titration | O94925 | Potency, µM (top dose mostly 45.5 µM), for the others: at the top dose activity change, negative = inhibition, usual class: inhibitors | 410,000 compounds, 0.21% hits; further: potency means the concentration at half of the fitted maximal effect; on the % scale 0 is the no-effect control and ±100 the full control effect
Target sequence (O94925 whole entry, looked up, canonical isoform): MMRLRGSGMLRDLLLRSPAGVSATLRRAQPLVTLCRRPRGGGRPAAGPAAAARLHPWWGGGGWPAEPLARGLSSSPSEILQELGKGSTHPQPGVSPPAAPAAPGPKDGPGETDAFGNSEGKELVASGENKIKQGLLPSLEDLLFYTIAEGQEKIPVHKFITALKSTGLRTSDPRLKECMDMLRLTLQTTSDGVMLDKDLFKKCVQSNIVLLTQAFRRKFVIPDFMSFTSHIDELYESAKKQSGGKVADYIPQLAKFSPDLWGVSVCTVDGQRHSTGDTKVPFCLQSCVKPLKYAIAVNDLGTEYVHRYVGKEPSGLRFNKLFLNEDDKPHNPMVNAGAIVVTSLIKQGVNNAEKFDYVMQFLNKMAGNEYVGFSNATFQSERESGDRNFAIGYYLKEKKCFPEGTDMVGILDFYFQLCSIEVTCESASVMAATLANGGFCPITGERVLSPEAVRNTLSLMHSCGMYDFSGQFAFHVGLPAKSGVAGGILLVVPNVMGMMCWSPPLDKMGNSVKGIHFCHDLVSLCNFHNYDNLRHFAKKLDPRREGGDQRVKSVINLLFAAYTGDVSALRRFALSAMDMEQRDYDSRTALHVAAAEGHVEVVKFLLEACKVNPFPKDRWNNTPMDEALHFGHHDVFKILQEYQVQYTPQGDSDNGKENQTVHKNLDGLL
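Compounds were pin-transferred onto hKGA, after which L-glutamine (1 mM solution) and a detection mix of glutamate oxidase, HRP and Amplex Red were added. Initial and 30 min RT fluorescence reads were collected.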
HP1b chromo inh – inhibitors of HP1-beta chromodomain binding to methylated histone tails; P83916; AlphaScreen HP1-beta / biotin-H3K9me3 peptide binding; Potency, µM (top dose mostly 114 µM), inactives show at the highest dose activity change, negative = inhibition, hits mostly inhibitors; 390,000 compounds, 0.56% hits; AID 540317; further: potency means the concentration at half of the fitted maximal effect; nearly all actives have a fitted effect of over 70% in size; inactives centre near 23
Target sequence (P83916 whole entry, looked up): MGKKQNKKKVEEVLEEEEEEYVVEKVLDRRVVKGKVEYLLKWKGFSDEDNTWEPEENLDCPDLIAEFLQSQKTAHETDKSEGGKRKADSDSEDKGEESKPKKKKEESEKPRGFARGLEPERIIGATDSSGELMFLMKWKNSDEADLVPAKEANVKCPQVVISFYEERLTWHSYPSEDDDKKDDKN
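Compound inhibition of the preformed complex between 50 nM HP1-beta and 50 nM biotinylated H3K9me3 peptide was read by AlphaScreen. Buffer was PBS pH 7.4 with 0.01% Tween-20. Incubations ran 30 min at room temperature, with 10 ug/mL donor/acceptor beads.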
* = called active by the depositor; i = inactive; ? = inconclusive; . = no result given; & = joins results of further samples; [ ] = remark or other dose. Unless noted, the call rests on the fitted dose curve; in most records, active means well fitted curve in the direction sought with a large enough effect; inconclusive means small, poorly fitted or top-dose-only effect, or another doubt; inactive means no such curve, though single readings can be large; an effect the other way counts as inactive or inconclusive. A portion of the library; rates above refer to the full screens.

SMILES | Pol eta inh | Pin1 inhibitor | PI4K2A inh | BAZ2B block | PGK inhibitor | G9a block | JMJD2A Tudor inh | GLS inh | HP1b chromo inh
Cn1c(=O)c2c(SCC(=O)NCc3ccc(F)cc3)nc(-c3ccccc3Cl)nc2n(C)c1=O | . | -10% | -3 | 4% | . | 6%[59 µM] | -12% | 5% | 13%[57 µM]
O=C(O)/C=C/C(=O)Nc1ccc(S(=O)(=O)Nc2nccs2)cc1 | -12% | 3% | -1 | -1% | 3% | -8%[12.7 µM] | -10% | -4%&10% | 29%
COc1ccc(C(CCNCc2ccccc2F)c2ccc(F)cc2)cc1 (stereo not given) | -11% | 5% | 0 | ? | i | 22%[59 µM] | 4% | -3% | 51%[activator]
COc1ccc(C(=O)NCc2nnc(SCC(=O)N3CCCCCC3)o2)cc1OC | -11% | 0% | -1 | 2% | -2% | 24% | -14% | 11% | 11%[57 µM]
COc1ccc(CCN2CC(C(=O)N(C)C3CCOCC3)CCC2=O)cc1 (stereo not given) | -15% | -13% | -6 | 22% | -5% | 12%[59 µM] | -1% | -1% | 14%
Cc1ccc(C(=O)N/N=C\c2cccnc2)s1 | -9% | -1% | 4 | -4% | 16% | -5% | -13% | 2% | 38%[activator]
CCCCn1c(SCC(=O)c2ccccc2)nc2c(sc3ccccc32)c1=O | -4% | 3% | 2 | -9% | i | 8%[59 µM] | -9% | -7% | 23%
O=C(O)Cc1ccc2ocnc2c1 | -15% | -2% | 1 | -5% | i | 58%[activator][59 µM] | 12%[57.1 µM] | -6% | 28%
COc1ccc(N2CCN(C(=O)c3ccccc3)CC2)c([N+](=O)[O-])c1 | -17% | -1% | -7 | -33% | i | ? | -27% | -9% | -14%
CCCC(=O)Nc1nnc(/C=C/c2ccccc2)s1 | -2% | 10% | -1 | -17% | -3% | ? | -1% | 0% | 24%
Cc1cccc(OCc2nnc(SCC(=O)Nc3sc(C)c(C)c3C#N)n2C)c1 | -7% | -1% | -1 | 6% | -2% | 20% | -17% | 5% | 15%
CC12CCC(C(=O)CC1=O)C2(C)C (stereo not given) | -22% | -4% | -2 | . | i | . | -3% | 6% | 33%
O=C(Nc1cccc(S(=O)(=O)N2CCCCCC2)c1)C1CC(=O)N(c2ccc3c(c2)OCCO3)C1 (stereo not given) | ? | -6% | -3 | -7% | i | -49% | -23% | -12% | 17%
COc1ccc(S(=O)(=O)NC(C)C(=O)Nc2ccccc2C(F)(F)F)cc1 (stereo not given) | -2% | 4% | 0 | -4% | -6% | 11µM* | 5% | -6% | 19%
OC1(c2ccccc2Cl)NN=C2CCCCCN21 (stereo not given) | -7% | 2% | 1 | -18% | -4% | 79µM* | 5.6µM* | -6% | -21%
COc1ccc(CN2CC(C(=O)NCc3ccc4c(c3)OCO4)CC2=O)cc1 (stereo not given) | -5% | 0% | 2 | 3% | -4% | 11% | -8% | 0% | 18%
COc1cccc(-n2c(=O)c3cc(OC)c(OC)cc3n(CC(=O)Nc3cc(C)[nH]n3)c2=O)c1 | -7% | -2% | 5 | 50µM* | i | ? | -18% | -12% | 34%
CC(C)NS(=O)(=O)c1ccc(CCC(=O)N2CCOCC2)cc1 | -1% | -4% | 6 | -34% | -7% | -2%[59 µM] | -8% | -8% | 16%
COCCNC(=O)CSc1ccccc1C(=O)NCC1CCCCC1 | -11% | 19% | -8 | -27% | -2% | -21% | -13% | -3% | 37%
COC(=O)c1cccc(-c2noc(-c3ccccc3F)n2)c1 | -12% | 0% | -4 | -3% | -10% | 9%[0.501 µM] | 0% | 0% | 65%[activator]
Cc1cc(O)ccc1N/C=C/c1onc(C)c1[N+](=O)[O-] | -17% | -4% | -3 | ? | i | -41% | -15% | ? | 4%
O=C(Cn1c(=O)c(C(F)(F)F)nc2ccccc21)Nc1cccc(Br)c1 | -18% | 0% | 5 | 1% | -10% | 1%[59 µM] | 1% | 2% | 32%
COc1ccc(N(C)S(=O)(=O)c2cccc(C(=O)NCC(c3ccco3)N3CCCC3)c2)cc1 (stereo not given) | -4% | 7% | -3 | -5% | -8% | ? | -22% | 6% | 1%
CCc1ccc(NC(=O)CCCc2nc(-c3ccco3)no2)cc1 | 0% | 0% | -3 | -3% | -2% | -2%[59 µM] | -11% | -3% | 28%
CCCCCC(=O)NCC(C)NC(=O)CCCCC (stereo not given) | -12% | 8% | 2 | -2% | 7% | -4% | 1% | 15% | 25%

The closing seven records of the part above open the next one.
SMILES | Pol eta inh | Pin1 inhibitor | PI4K2A inh | BAZ2B block | PGK inhibitor | G9a block | JMJD2A Tudor inh | GLS inh | HP1b chromo inh
COCCNC(=O)CSc1ccccc1C(=O)NCC1CCCCC1 | -11% | 19% | -8 | -27% | -2% | -21% | -13% | -3% | 37%
COC(=O)c1cccc(-c2noc(-c3ccccc3F)n2)c1 | -12% | 0% | -4 | -3% | -10% | 9%[0.501 µM] | 0% | 0% | 65%[activator]
Cc1cc(O)ccc1N/C=C/c1onc(C)c1[N+](=O)[O-] | -17% | -4% | -3 | ? | i | -41% | -15% | ? | 4%
O=C(Cn1c(=O)c(C(F)(F)F)nc2ccccc21)Nc1cccc(Br)c1 | -18% | 0% | 5 | 1% | -10% | 1%[59 µM] | 1% | 2% | 32%
COc1ccc(N(C)S(=O)(=O)c2cccc(C(=O)NCC(c3ccco3)N3CCCC3)c2)cc1 (stereo not given) | -4% | 7% | -3 | -5% | -8% | ? | -22% | 6% | 1%
CCc1ccc(NC(=O)CCCc2nc(-c3ccco3)no2)cc1 | 0% | 0% | -3 | -3% | -2% | -2%[59 µM] | -11% | -3% | 28%
CCCCCC(=O)NCC(C)NC(=O)CCCCC (stereo not given) | -12% | 8% | 2 | -2% | 7% | -4% | 1% | 15% | 25%
CCn1c(SCC(=O)Nc2ccc3c(c2)OCCO3)nnc1-c1cccnc1 | -1% | -4% | 2 | 4% | 10% | 0% | -26% | 0% | 10%
Cc1ccsc1C1Nc2ccccc2C(=O)N1O (stereo not given) | -10% | 1% | -1 | -5% | -9% | ? | -4% | 19% | 38%
O=C(O)c1ccc(N2C(=O)/C(=C/c3ccc(-c4ccc([N+](=O)[O-])cc4)o3)C=C2c2ccccc2)cc1 | 3.5µM* | -15% | -6 | 11µM* | ? | 5.6µM* | 7.9µM* | ? | 14µM*
C[C@H](CO)N1C[C@H](C)[C@@H](CN(C)Cc2ccccc2)Oc2c(NC(=O)Cc3ccccc3)cccc2C1=O | -19% | -1% | -3 | . | -7% | . | ? | -1% | 20%
COC(=O)c1c(SCC(=O)Nc2cccc(Cl)c2C)[nH]c2ccccc2c1=O | -8% | 7% | 7 | 0% | -1% | 10%[59 µM] | -13% | -9% | 25%
C#CCn1c2ccccc2c2nc3ccccc3nc21 | -16% | 2% | -2 | 3% | i | -2% | 3% | -7% | 33%
CCOc1ccc(CCNC(=O)c2cc(C)nn2-c2ccccc2)cc1 | -16% | ? | 5 | -3% | i | -4% | 3% | 1% | 25%
CCN(CC)C(=O)c1[nH]cnc1C(=O)N[C@@H](C)c1ccccc1 | -6% | -11% | -5 | ? | i | -3%[0.501 µM] | -18% | -6% | 28%
CCOc1ccc(C(C(=O)NCCOC)N(CCOC)C(=O)CCC(=O)Nc2ccccn2)cc1 (stereo not given) | -16% | -9% | 3 | -14% | 4% | -7% | -7% | 1% | 14%
COC(=O)C1=C(C)N(C)C(=O)NC1c1cc2c(cc1Br)OCO2 (stereo not given) | -4% | -10% | -3 | -7% | -3% | . | -22% | -1% | 13%
CCN1CCN(C(c2ccc(C)cc2)c2sc3nc(-c4ccco4)nn3c2O)CC1 (stereo not given) | -20% | -5% | 24 | -3% | -5% | 3%[59 µM] | -3% | -5% | 38%
CCCCc1ccc(S(=O)(=O)NNC(=S)NCc2ccco2)cc1 | -25% | -10% | 2 | -11% | 3% | -8%[59 µM] | -24% | 12% | 11%
CCNC(=O)CSc1nnc(-c2cc(-c3ccc(Cl)cc3)nc3ccccc23)o1 | -10% | -3% | -7 | -27% | -6% | 20%[59 µM] | -7% | 1% | 17%
CN(C)c1cc2c3ccccc3n(C)c2cc1N | -21% | 0% | -1 | . | -2% | . | 32µM* | 11µM* | 45µM*
CC(C)C1N(C(=O)N(C)C)CCN1S(=O)(=O)c1ccccc1 (stereo not given) | -23% | -6% | 3 | 11% | 3% | -7% | 0% | 7% | 28%
